# From PubChem
# GLD-1 RNA inh: GLD-1-TGE RNA interaction inhibition (C. elegans). purified GLD-1 + fluorescein TGE RNA, fluorescence polarization. inhibition, % at 5.96 µM. Q17339. hit rate 0.44% among 320,000;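 active = percent inhibition above a per-plate cutoff, the plate mean of test compounds plus 3 SD, cut at about 30% in these data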;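 also: 0% = DMSO wells with GLD-1 and probe and 100% = wells lacking GLD-1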
# AHR act: human AHR activation | hit rate 2.5% among 320,000 | activation, % at 5 µM | AHR-responsive luciferase reporter cells, luminescence; in the data active = activation above about 47%;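 also: 0% = vehicle wells and 100% = reference agonist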
# pPAFAH FP inh: pPAFAH (human) enzyme inhibition. Q13093. recombinant pPAFAH, FP-rhodamine probe fluorescence polarization. inhibition, % at 3.39 µM. hit rate 1.5% among 330,000;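 active = inhibition above the mean inhibition across the screen plus 3 SD, cut at about 25% in these data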;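 also: inhibitors block binding of the rhodamine activity-based probe so polarization drops; 0% = enzyme with DMSO and 100% = wells lacking pPAFAH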
# Target sequence (Q13093 whole entry, looked up): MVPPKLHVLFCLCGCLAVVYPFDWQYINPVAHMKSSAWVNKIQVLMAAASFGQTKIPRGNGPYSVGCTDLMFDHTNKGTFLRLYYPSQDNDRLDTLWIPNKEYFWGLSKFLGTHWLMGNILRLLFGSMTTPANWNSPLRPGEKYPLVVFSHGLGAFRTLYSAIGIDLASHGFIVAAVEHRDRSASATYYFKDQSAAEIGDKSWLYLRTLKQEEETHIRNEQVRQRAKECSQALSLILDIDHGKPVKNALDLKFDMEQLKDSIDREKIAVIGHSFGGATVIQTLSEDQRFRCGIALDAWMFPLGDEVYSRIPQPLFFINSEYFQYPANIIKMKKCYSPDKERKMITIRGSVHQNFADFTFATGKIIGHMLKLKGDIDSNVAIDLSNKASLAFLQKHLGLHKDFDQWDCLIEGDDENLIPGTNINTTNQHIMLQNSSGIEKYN
# PME-1 inh: blocks human protein phosphatase methylesterase 1; Q9Y570; recombinant PME-1, FP-Rh probe fluorescence polarization; inhibition, % at 5.9 µM; hit rate 0.53% among 320,000; AID 2130;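 active = inhibition above the campaign mean of all compounds plus 3 SD, cut at about 26% in these data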;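 also: competitive labeling of PME-1 active site by serine hydrolase directed probe; 0% = PME-1 with DMSO and 100% = wells lacking PME-1 enzyme; inhibitors block probe labeling so polarization falls and inhibition rises; many of its hits are not listed in these tables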
# MCL1 BIM primary: disrupts human MCL1 binding to BIM-BH3 peptide; inhibition, % at 10.9 µM; AID 2057; GST-MCL1 / FITC-Bim-BH3 fluorescence polarization; hit rate 0.68% among 320,000;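 active = inhibition above the mean inhibition of all tested compounds plus 3 SD, set per campaign, cut at about 40% in these data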;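 also: 0% = DMSO wells and 100% = unlabeled Bim-BH3 peptide control; higher means more loss of mP so more displacement of Bim peptide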
# Target sequence (Q07820 whole entry, looked up): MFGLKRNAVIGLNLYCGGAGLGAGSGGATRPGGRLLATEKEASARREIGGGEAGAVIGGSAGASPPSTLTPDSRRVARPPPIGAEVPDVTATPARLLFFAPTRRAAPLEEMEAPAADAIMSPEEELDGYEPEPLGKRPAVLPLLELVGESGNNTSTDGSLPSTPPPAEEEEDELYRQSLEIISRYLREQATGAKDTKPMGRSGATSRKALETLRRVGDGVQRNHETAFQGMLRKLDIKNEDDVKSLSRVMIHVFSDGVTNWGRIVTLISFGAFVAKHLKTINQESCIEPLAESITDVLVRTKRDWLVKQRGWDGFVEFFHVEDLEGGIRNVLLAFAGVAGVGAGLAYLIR
# PAFAH1B2 FP inh: PAFAH1B2 (human) inhibition | P68402 | recombinant PAFAH1B2, FP-rhodamine activity probe, fluorescence polarization | inhibition, % at 3.39 µM | hit rate 1.2% among 340,000;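 active = inhibition above the mean of all tested compounds plus 3 SD, cut at about 24% in these data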;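 also: 0% = enzyme with DMSO and 100% = wells lacking PAFAH1B2; many of its hits are not listed in these tables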
# Target sequence (P68402 whole entry, looked up): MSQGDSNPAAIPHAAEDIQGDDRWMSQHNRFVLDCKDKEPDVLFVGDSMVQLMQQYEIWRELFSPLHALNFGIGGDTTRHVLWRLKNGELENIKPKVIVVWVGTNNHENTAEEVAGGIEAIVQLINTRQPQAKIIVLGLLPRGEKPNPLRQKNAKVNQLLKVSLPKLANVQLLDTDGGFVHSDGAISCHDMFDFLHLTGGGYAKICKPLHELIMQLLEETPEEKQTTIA
# MEX-5 binding: C. elegans MEX-5 TCR-2 RNA binding activity. MEX-5/FITC-TCR2 RNA binding, fluorescence polarization; hits give low values. activity score (negative = inhibition of binding), % at 10 µM. hit rate 0.38% among 300,000;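 active = inhibition past about -25% in most replicates, and total fluorescence under double the plate's negative control median, limit read from the data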;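 also: 0% = DMSO and -100% = 5 µM competing unlabeled TCR2 RNA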
# Bcl-xL primary: Bcl-xL (human) inhibition; Q07817; GST-Bcl-xL / FITC-Bim BH3 peptide fluorescence polarization; inhibition, % at 10.9 µM; hit rate 0.7% among 320,000;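 active = inhibition above the mean of all tested compounds plus 3 SD, cutoff set per campaign, cut at about 30% in these data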;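 also: 0% = DMSO wells and 100% = unlabeled Bim-BH3 peptide competitor; inhibitors lower millipolarization by displacing the labeled peptide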
# Fam108B inh: blocks mouse Fam108B hydrolase in RBBP9 counter-screen. AID 1947. recombinant Fam108B, FP-Rh probe fluorescence polarization. inhibition, % at 9.51 µM. hit rate 0.33% among 300,000;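 active = inhibition above the screen mean inhibition plus 3 SD, computed separately per campaign, cut at about 18% in these data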;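 also: inhibitors lower polarization as less probe binds the enzyme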
# * = called active by the depositor; x = no result given.
SMILES,GLD-1 RNA inh,AHR act,pPAFAH FP inh,PME-1 inh,MCL1 BIM primary,PAFAH1B2 FP inh,MEX-5 binding,Bcl-xL primary,Fam108B inh
COc1ccccc1NS(=O)(=O)c1cc(NC(=O)c2ccc3c(c2)OCCO3)ccc1C,4,19,-3,-18,-5,1,0.9,1,-19
Cn1c(COc2ccc(Cl)cc2)nnc1SCC(=O)NC1CC1,6,6,0,0,-6,-4,x,-4,x
O=[N+]([O-])c1cccnc1N1CCC(c2cc(-c3cccc(C(F)(F)F)c3)n[nH]2)CC1,7,-9,8,-17,-1,1,0.7,1,-9
COc1ccc(C)cc1NC(=O)CNC(c1ccccc1)c1ccc(C)cc1 (stereo not given),5,12,-1,-1,1,4,-2.1,5,-2
CN1CCN(CCc2nc3cc(NC(=O)COc4ccccc4)ccc3n2C)CC1,-1,-1,6,3,-4,4,-1.4,5,-2
COc1ccc(-c2cc(C(=O)N3CCN(c4ncccn4)CC3)c3ccccc3n2)cc1OC,3,22,2,0,-21,5,x,-12,x
OCC1CCCCN1C(=S)Nc1ccc(Cl)cc1Cl (stereo not given),4,-1,2,0,12,1,2.8,5,3
Cc1ccc(OCc2ccc(C(=O)NN)o2)cc1C,1,63*,-1,0,0,3,2.0,5,2
COc1cccc(C(=O)Nc2ccc(C(=O)c3ccccc3)cc2)c1,-1,0,-2,-13,2,0,-3.2,1,-2
Cc1ccc(CNC(=O)c2csc3c2CCCCC3)cc1,-6,5,-7,-12,11,-1,-0.7,8,-5
COc1ccc(C)cc1S(=O)(=O)N(CC(=O)N1CCOCC1)c1cc(C)cc(C)c1,-3,-1,0,4,1,2,-2.5,2,-2
Cc1nonc1NC(=O)CSc1nc(C2CCCCC2)nc2ccccc12,-2,1,-1,3,5,7,-1.0,7,-1

# As entered above:
# Result of `COc1ccc(-c2cc(C(=O)N3CCN(c4ncccn4)CC3)c3ccccc3n2)cc1OC` under GLD-1 RNA inh: 3
# Result of `Cc1ccc(CNC(=O)c2csc3c2CCCCC3)cc1` under Bcl-xL primary: 8

# Going on with the list.
SMILES,GLD-1 RNA inh,AHR act,pPAFAH FP inh,PME-1 inh,MCL1 BIM primary,PAFAH1B2 FP inh,MEX-5 binding,Bcl-xL primary,Fam108B inh
COc1cc(Cl)ccc1OCc1cc(C(=O)N(C)Cc2nnc(C)o2)no1,6,0,2,5,9,2,0.5,3,2
Cc1ccc(NS(=O)(=O)c2ccc(-c3ccc(=O)[nH]n3)o2)cc1Cl,-1,4,16,2,6,7,0.9,9,0
CC(=O)N1CCN2C(=O)C1CCCC(=O)c1cc(C3CCCCC3)ccc12 (stereo not given),-2,0,-3,-2,3,-4,0.1,3,0
COc1ccc(C(=O)C2CCCN(Cc3cc(Cl)ccc3O)C2)c(OC)c1 (stereo not given),-1,5,-3,-5,2,2,2.7,-7,-4
COCCNc1c(-c2ccc(OC)c(OC)c2)nc2ccc(Cl)cn12,1,17,6,2,7,3,-0.6,11,2
COc1ccc(-c2nnc(SCC(=O)Nc3ccc(C)cc3)n2C)cc1,3,-2,-4,-1,-1,2,0.9,1,-3
CCCn1c(=O)c2c(nc3n2CCCN3Cc2ccccc2)n(C)c1=O,6,3,11,1,-3,0,1.3,1,4
O=C(NCc1ccccc1)C(Cc1ccccc1)N1C(=O)C2C3CCC(C3)C2C1=O (stereo not given),4,-1,-5,-13,-2,3,0.0,4,2
O=C(C1CCC(=O)N(C2CC2)C1)N1CCC(Oc2cccc(F)c2)CC1 (stereo not given),-6,-8,7,-3,-2,-2,4.0,6,-3
COC(=O)CCCNC(=O)c1ccc(OS(=O)(=O)c2cc([N+](=O)[O-])ccc2C)cc1,-5,1,4,8,2,4,-2.6,6,4
Cc1cc2c(N3CCCCC3C)ncnc2s1 (stereo not given),4,2,2,6,2,5,2.4,4,0
O=C(NCc1ccco1)c1ccc([N+](=O)[O-])cc1Cl,6,-2,-1,6,3,-3,0.8,3,-3
COc1ccccc1C(c1nnnn1C(C)C)N1CCN(C(=O)c2ccco2)CC1 (stereo not given),3,0,2,-7,6,6,-0.1,5,-1
O=C(c1ccc(Br)s1)N1CCCC1,-5,-2,4,-2,4,-4,1.5,2,2
O=C(C[n+]1ccccc1)N/N=C/c1ccc(O)cc1,0,-1,4,-1,0,-2,2.2,-6,4
Cc1cc(=O)n2nc(N3CCCC(C(=O)NCc4ccccc4Br)C3)sc2n1 (stereo not given),-6,3,5,2,8,-6,0.6,1,-2
CCCc1cc(=O)[nH]c(SCC(=O)Nc2ccc(OCc3ccccc3)cc2)n1,4,1,2,-7,-5,11,x,-6,x
CCC1CCc2c(sc(NC(=O)c3cccnc3)c2C(N)=O)C1 (stereo not given),-1,24,-1,1,-3,-2,-0.9,5,1
CCOc1ccccc1NC(=O)C(CC(C)C)NC(=O)C1CCCCC1 (stereo not given),3,8,2,2,-1,2,0.6,-1,-1
Cc1c(Br)c(C(F)(F)F)nn1CC(=O)NCc1ccccc1,0,0,0,-5,5,6,0.9,5,3
CC(=O)NCCC(=O)Nc1cc(S(=O)(=O)N2CCCCC2)ccc1Oc1ccccc1,2,-1,5,1,-17,3,1.0,-4,-2
CCC1C(=O)N=C(SCC(=O)NC2CCCCC2)NC1=O (stereo not given),-2,2,-3,1,5,3,-0.2,9,6
COc1ccc(/C=C2/SC(=O)N(CC(O)Cn3c4ccccc4c4ccccc43)C2=O)cc1 (stereo not given),-3,6,-4,-38,5,-15,1.0,7,-25
CC1CCCCN1S(=O)(=O)c1ccc(NC(=O)c2cccc(-n3cnnn3)c2)cc1 (stereo not given),0,-1,0,-15,0,2,0.6,1,-14
CCN(CC(=O)Nc1cc(Cl)ccc1C)C(=O)CCc1nc2ccccc2c(=O)[nH]1,5,4,2,-1,-12,-3,x,-6,x
COc1ccc(C(C(=O)NCc2ccccc2)N(C(=O)c2snc(C(N)=O)c2N)c2ccccc2OC)cc1OC (stereo not given),3,0,5,0,-7,3,-2.7,0,-2
COc1ccc(NC(=O)C2CCCN(c3c4c(nc5ncnn35)CCC4)C2)cc1 (stereo not given),2,0,-2,1,3,3,-0.8,-2,0
O=C(Nc1ccccc1N1CCOCC1)c1ccc2ccccc2c1,8,25,4,3,1,4,1.5,3,2
CCc1cc(=O)oc2cc(C)cc(OC(C)C(=O)NCc3ccccn3)c12 (stereo not given),-2,3,1,4,-5,13,-0.1,-2,-4
COc1cccc(-c2nn(-c3ccccc3)cc2CO)c1,-7,1,3,6,0,3,-0.6,3,0
Cc1ccccc1C(=O)c1cccn1CC(=O)NCc1ccc(Cl)cc1,6,9,1,-6,-5,31*,-1.5,3,-6
CCNC(=O)c1cc2c(=O)n3cccc(C)c3nc2n(Cc2ccc(C)cc2)c1=N,-10,20,0,-1,-7,1,-78*,-9,-1
Cc1ccccc1-c1nn(-c2ccccc2)cc1C(=O)NCC(c1ccco1)N1CCCC1 (stereo not given),4,3,1,8,8,4,x,9,x
Cc1ccc(C(=O)Nc2ccc(N3CCOCC3)cc2N2CCOCC2)cc1,7,2,-2,5,4,-2,2.9,5,1
CC(C)c1ccc(NC(=S)NC2CCCCCC2)cc1,2,12,3,-1,-1,3,-2.4,-1,-1
CC(C)[C@H](NC(=O)[C@H](Cc1ccccc1)n1c(=O)[nH]c2ccccc2c1=O)C(=O)N1CCC[C@H]1C(=O)O,1,0,5,1,6,2,0.3,2,-1
COc1ccc(NC(=O)Nc2ccc3c(c2)C(=O)N([C@H](C)CO)C[C@H](C)[C@@H](CN(C)C(=O)NC(C)C)O3)cc1,11,0,-1,x,x,5,x,x,x
COc1ccc(C(=O)O)c(O)c1,6,0,0,0,-2,0,0.2,-1,1
Nc1ncnc2c1ncn2[C@@H]1O[C@H](CNS(=O)(=O)CCCCl)[C@@H](O)[C@H]1O,-6,-1,-2,x,x,4,x,x,x
Cc1ccc(S(=O)(=O)N2CCCC2CNC(=O)C(=O)NCCN2CCOCC2)cc1 (stereo not given),2,2,6,6,2,5,0.4,5,0
CC(C)CNC(=O)COc1ccc2c3c(c(=O)oc2c1)CCC3,7,-17,4,4,-20,-1,0.5,-2,2
O=C(COC(=O)Cn1cnc2ccccc21)NCCC1=CCCCC1,6,-2,0,-1,-2,2,1.1,8,3
Cc1cc(=S)cc(C)n1CCO,5,1,3,2,13,-4,-1.2,15,4
CCCC[C@@H]1CNC(=O)C(=O)N1CCCc1cc(OC)c(OC)c(OC)c1,-13,0,-8,2,-3,6,1.9,0,3
CCOc1ccc(NC(=O)CN(C)c2ccc(S(=O)(=O)N3CCOCC3)cn2)cc1OCC,-2,-1,1,-2,4,2,-3.2,4,1
Cc1ccccc1OCc1nnc(SCC(=O)Nc2ccc3nc(SCC(=O)NC(C)(C)C)sc3c2)n1C,4,0,0,1,7,1,-4.7,4,0
Cc1ccc(S(=O)(=O)Nc2cccc(-n3cnnn3)c2)cc1C,-9,7,2,1,-2,4,2.3,1,2
CCN1CCCC1CNc1ncnc2c1[nH]c1ccc(F)cc12 (stereo not given),-3,17,4,2,-5,2,-1.2,-2,5
CCCn1nc([N+](=O)[O-])c(C(C#N)c2nc3ccccc3o2)c(Cl)c1=O (stereo not given),2,11,69*,27*,27,39*,-10,21,29*
COc1ccc(Cn2c(CO)cnc2SCC(=O)Nc2cc(C)on2)cc1,-1,0,2,5,-7,3,-1.0,1,-5
O=[N+]([O-])c1ccc2c(c1)C(O)n1nc(-c3ccc(Cl)cc3Cl)nc1S2 (stereo not given),0,12,3,-8,6,1,0.8,5,-1
O=C(CCS(=O)(=O)c1ccc(Cl)cc1)Nc1nnc(-c2cccs2)o1,1,3,-2,2,3,21,-3.3,4,-4
COc1ccccc1N1C(=O)c2ccccc2NC1c1cc(OC)c(OC)c(OC)c1 (stereo not given),-2,2,8,-1,-6,3,0.1,-4,-1
Cc1ccc(N(CC(O)COCc2ccco2)S(=O)(=O)c2ccc(C)cc2)cc1 (stereo not given),3,5,18,-14,3,4,-5.2,5,-3
CC(=O)c1ccc(-n2cc(-c3ccc(C(C)(C)C)cc3)[n+]3c2SCCC3)cc1,-2,4,-3,-4,-1,6,0.0,-2,-2
CN(C)C(CNC(=O)c1ccc(-c2ccccc2)cc1)c1ccccc1 (stereo not given),12,2,5,-1,6,2,-1.4,5,-2
COc1ccc(-c2cc(CS(=O)(=O)c3ccccc3)on2)cc1,-2,8,7,-3,-1,2,1.0,5,-2
O=C(O)c1ccc(/C=N/N2CCN(Cc3cccc4ccccc34)CC2)cc1,-14,0,4,-3,-9,4,0.1,3,3
COc1ccc(C(=O)N2CCC2)cc1S(=O)(=O)NCc1ccc(Cl)cc1,5,0,9,x,x,10,x,x,x
CC(=O)c1c(C)n([O-])c2ccccc2[n+]1=O,4,3,4,-5,-2,7,2.0,3,3

# Continued.
SMILES,GLD-1 RNA inh,AHR act,pPAFAH FP inh,PME-1 inh,MCL1 BIM primary,PAFAH1B2 FP inh,MEX-5 binding,Bcl-xL primary,Fam108B inh
Cc1ccc(NC(=O)c2ccc(Br)o2)cc1S(=O)(=O)N(C)C,6,6,5,-4,-9,1,-7.3,-3,-1
COC(=O)C1(C)Nc2ccccc2C(=O)N1c1ccccc1C (stereo not given),-3,-1,3,0,5,-2,1.9,4,1
COC(=O)c1sccc1NC(=O)Nc1ccc(OC)c(OC)c1,-4,-3,6,6,7,5,1.4,9,2
Cc1ccc2nc(/C(C#N)=C\c3ccc(Oc4ccc([N+](=O)[O-])cn4)cc3)[nH]c2c1,-8,26,2,16,-48,-9,x,-24,-3

# These rows are one share of the data. The share of hits here may be higher or lower than overall.
